High-throughput results: PubChem BioAssay, several laboratories
JMJD2C inh: inhibitors of GASC-1 histone demethylase, primary screen, biochemical, fluorescence, DELFIA europium; Lysine-specific demethylase 4C (Homo sapiens), Q9H3R0; GST-JMJD2C(1-420) H3K9me3 demethylation; inhibition, % at 2.35 µM; 330,000 compounds, 0.069% hits; AID 2099, 2009;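 active means more than half of a compound's replicate wells show inhibition beyond 50%, single wells judged on their own value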;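 further: signal counts dimethyl H3K9 product captured on neutravidin plate; 0% = median of DMSO wells and 100% = 0.3 times that DMSO median; strong numbers were not always called active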
Target sequence (Q9H3R0 1-420 limits assumed): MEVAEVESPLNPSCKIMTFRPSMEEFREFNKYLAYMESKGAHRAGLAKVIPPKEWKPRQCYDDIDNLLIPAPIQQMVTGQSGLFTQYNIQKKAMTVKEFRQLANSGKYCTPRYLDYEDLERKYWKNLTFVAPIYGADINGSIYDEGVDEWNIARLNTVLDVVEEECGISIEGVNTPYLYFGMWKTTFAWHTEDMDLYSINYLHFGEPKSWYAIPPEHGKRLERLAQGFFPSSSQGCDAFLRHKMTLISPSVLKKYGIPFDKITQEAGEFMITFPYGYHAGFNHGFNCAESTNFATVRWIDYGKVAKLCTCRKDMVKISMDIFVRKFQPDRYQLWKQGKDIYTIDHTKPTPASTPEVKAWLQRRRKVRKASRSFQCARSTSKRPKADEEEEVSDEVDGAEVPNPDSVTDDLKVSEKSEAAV
PP5 primary: PP5 phosphatase inhibitors, primary screen, biochemical, fluorescence. purified PP5c, OMFP substrate fluorescence. inhibition, % at 6.7 µM. 320,000 compounds, 0.18% hits. Serine/threonine-protein phosphatase 5 (Homo sapiens), P53041;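 active means inhibition above the campaign's mean inhibition across all tested compounds plus 3 SD, cut at about 9.5% in these data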;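 further: 0% = DMSO only and 100% = 100 µM cantharidin control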
CTSL1 counter: Fasciola hepatica cathepsin L1 inhibitors, primary screen, counter-screen for PFM18AAP inhibitor project, biochemical, QFRET, fluorogenic peptide substrate | recombinant F. hepatica cathepsin L1, Z-Leu-Arg-MCA fluorescence | inhibition, % at 5.96 µM | 300,000 compounds, 0.49% hits;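 active means inhibition above the mean of all tested compounds plus 3 SD, set per screening campaign, cut at about 17% in these data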;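 further: 0% = plate median of test compound wells and 100% = 1 µM Z-Phe-Ala-diazomethylketone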
procasp3 activ: activators of human procaspase-3 D3A mutant, primary screen, biochemical, absorbance, PC-3 D3A mutant, single concentration; Caspase-3 (Homo sapiens), P42574; recombinant procaspase-3 D3A, Ac-DEVD-pNA absorbance 405 nm; activation, % at 8.5 µM; 330,000 compounds, 0.11% hits;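 active means activation above the mean of all tested compounds plus 3 SD, cut at about 21% in these data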;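 further: 0% = DMSO alone and 100% = DMSO wells spiked with extra 5 µM PC-3 D3A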
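Assay system – Procaspase-3 D3A mutant, all three cleavage aspartates alanine · Controls – DMSO-only low control, 5 µM PC-3 D3A high control · Schedule – 1 h compound preincubation, 2 h substrate hydrolysis at 25 °C · Signal – 405 nm absorbance of p-nitroaniline, reads at 0 and 120 min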
GRK2 inh: compounds blocking aptamer binding on GRK2 – biochemical, human GRK2, bead flow cytometry, HTS, primary screen | 330,000 compounds, 0.59% hits | inhibition of aptamer binding, % at 10 µM | FAM-aptamer displacement from GRK2 | Beta-adrenergic receptor kinase 1 (Homo sapiens), P25098 | AID 488847, 2010;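 active means inhibition of aptamer binding above 40%, roughly 3 SD of noise, on plates passing a quality check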;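 further: median bead fluorescence of bound FAM aptamer so fluorescent compounds give negative values; no value below 0 was filed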
PP1 inh: PP1-alpha phosphatase inhibitors, primary screen, counter-screen for PP5 inhibitor project, biochemical, fluorescence, OMFP substrate, single point | AID 2235, 2010 | inhibition, % at 6.7 µM | Serine/threonine-protein phosphatase PP1-alpha catalytic subunit (Homo sapiens), P62136 | purified PP1alpha | 320,000 compounds, 0.9% hits;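 active means inhibition above the mean inhibition of all tested compounds plus 3 SD, computed separately for each screening campaign, cut at about 15% in these data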
Target sequence (P62136 whole entry, looked up): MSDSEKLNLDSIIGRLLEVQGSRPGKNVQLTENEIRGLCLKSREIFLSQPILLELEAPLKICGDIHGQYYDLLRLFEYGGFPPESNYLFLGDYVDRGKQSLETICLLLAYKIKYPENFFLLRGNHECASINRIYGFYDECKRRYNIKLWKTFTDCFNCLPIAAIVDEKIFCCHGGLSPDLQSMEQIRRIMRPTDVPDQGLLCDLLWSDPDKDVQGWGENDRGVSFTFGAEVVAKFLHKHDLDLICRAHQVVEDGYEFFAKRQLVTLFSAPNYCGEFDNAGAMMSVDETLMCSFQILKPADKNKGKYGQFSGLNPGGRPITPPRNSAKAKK
VLA-4 inh: inhibition in human VLA-4 binding assay, primary screen, VLA-4 allosteric modulator project, MLPCN library, flow cytometry, VLA-4 expressing cells | Integrin alpha-4 (Homo sapiens), P13612 | ligand binding flow cytometry | inhibition, % (about 7 µM as worked out from the volumes in the protocol) | 330,000 compounds, 0.2% hits | AID 2557, 2010; in the data active means inhibition above about 50%
core dimer inh: inhibitors of HCV core protein dimerization, primary screen, biochemical, TR-FRET, high-throughput | 300,000 compounds, 0.33% hits | TR-FRET GST/Flag-core106 dimerization, 1536-well | inhibition, % at 5 µM;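 active means inhibition above the mean of all tested compounds plus 3 SD, set per screening campaign, cut at about 45% in these data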
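System: GST/Flag-tagged HCV core106 proteins. Incubation: compound-protein-antibody incubation 4 h at 22.5 °C. Technique: HTRF with 340 nm excitation, 617/671 nm emission. Medium: KF-containing HEPES buffer, pH 7.45, DTT, CHAPS, BSA. Read-out: inhibition (%) from 671 over 617 nm ratio. Also added: Eu(K)-anti-GST 90 ng/mL plus XL665-anti-Flag 1 µg/mL.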
proCasp7 act: procaspase-7 activators, primary screen, counter-screen for procaspase-3 activator project, biochemical, absorbance, HTS, human | 330,000 compounds, 0.093% hits | activation, % at 8.5 µM | recombinant procaspase-7, Ac-DEVD-pNA absorbance 405 nm; D23A/D198A/D206A triple mutant, cannot self-cleave; scale: DMSO 0, 5 µM enzyme 100 | Caspase-7 (Homo sapiens), P55210;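 active means percent activation above the screen-wide mean plus 3 SD, cut at about 25% in these data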
Target sequence (P55210 whole entry D23A/D198A/D206A): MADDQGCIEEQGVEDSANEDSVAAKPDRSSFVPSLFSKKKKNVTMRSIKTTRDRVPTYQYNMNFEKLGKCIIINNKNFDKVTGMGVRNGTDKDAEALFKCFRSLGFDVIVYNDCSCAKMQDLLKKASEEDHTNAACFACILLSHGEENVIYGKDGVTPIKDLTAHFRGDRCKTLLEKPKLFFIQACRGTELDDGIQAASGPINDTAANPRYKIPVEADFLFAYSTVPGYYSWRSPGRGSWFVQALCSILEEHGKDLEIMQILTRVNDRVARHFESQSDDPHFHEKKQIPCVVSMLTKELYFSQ
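Replicates: singlicate. Assay system: Procaspase-7 triple mutant (PC-7 D3A). Signal: 405 nm absorbance of p-nitroaniline. Times: 1 h preincubation, 2 h reaction. Buffer or medium: Zinc-free HEPES pH 7.4 with 300 mM NaCl, 0.01% Triton X-100. Also added: DEVD-pNA substrate. Benchmarks: DMSO wells as 0%, DMSO with 5 µM added PC-7 as 100%.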
Numbers without * were called inactive.

For C1CCCC(N2CCNCC2)CC1 the results were JMJD2C inh 6, PP5 primary 3.3, CTSL1 counter 1, procasp3 activ -4, GRK2 inh 0, PP1 inh 5, VLA-4 inh 35, core dimer inh -14 and proCasp7 act -1.
Cc1cccc(CCNc2nc3ccc(C)cc3n3cnnc23)c1 was read as JMJD2C inh 1, PP5 primary 1.8, CTSL1 counter -1, procasp3 activ 1, GRK2 inh 0, PP1 inh -2, VLA-4 inh -3, core dimer inh -4 and proCasp7 act 1.
Screening CC1(C(=O)Oc2ccccc2)Cc2ccccc2C(=O)O1 (configuration not stated) returned JMJD2C inh 0, PP5 primary -0.6, CTSL1 counter -3, procasp3 activ -2, GRK2 inh 0, PP1 inh -3, VLA-4 inh -1, core dimer inh -3 and proCasp7 act -4.
`C=CCN(c1ccccc1)S(=O)(=O)c1ccc(Cl)c(C(=O)OCC(=O)c2[nH]c(C)c(C(C)=O)c2C)c1` gave JMJD2C inh 0, PP5 primary 5.6, CTSL1 counter -2, procasp3 activ 2, GRK2 inh 0, PP1 inh 4, VLA-4 inh 13, core dimer inh 21 and proCasp7 act -7.
`C=CCn1c(SCCN2CCOCC2)nc2c1c(=O)[nH]c(=O)n2C` gave JMJD2C inh -9, PP5 primary -2.4, CTSL1 counter 3, procasp3 activ 8, GRK2 inh 28, PP1 inh -4, VLA-4 inh -6, core dimer inh 0 and proCasp7 act -3.
For CCOc1ccc(NC(C)=O)cc1N the results were JMJD2C inh 15, PP5 primary -2.0, procasp3 activ 3, GRK2 inh 0, PP1 inh -1, VLA-4 inh 12 and proCasp7 act -8.
For COc1ccc(-c2cn3cccnc3n2)cc1NC(=O)C1CC1 the results were JMJD2C inh 34, PP5 primary -2.9, CTSL1 counter -2, procasp3 activ 7, GRK2 inh 3, PP1 inh -4, VLA-4 inh -2, core dimer inh 2 and proCasp7 act 16.
`Cc1nc2c(-c3ccc(F)cc3)cnn2c2c1CCC2` gave JMJD2C inh 4, PP5 primary 2.3, CTSL1 counter 1, procasp3 activ 4, GRK2 inh 4, PP1 inh 2, VLA-4 inh 3, core dimer inh 5 and proCasp7 act 2.
`CSc1ccccc1C(=O)NCCSC(C)(C)C` gave JMJD2C inh 8, PP5 primary 1.8, CTSL1 counter 0, procasp3 activ 6, GRK2 inh 0, PP1 inh 0, VLA-4 inh -3, core dimer inh -2 and proCasp7 act -2.
CCC(C)Oc1nc2ccccc2nc1NS(=O)(=O)c1ccccc1 (configuration not stated) was read as JMJD2C inh 1, PP5 primary -0.8, CTSL1 counter 3, procasp3 activ 6, GRK2 inh 82*, PP1 inh -3, VLA-4 inh 12, core dimer inh 12 and proCasp7 act 8.
Screening Cc1c(S(=O)(=O)NC2CCCCCC2)c(=O)n(C)c(=O)n1C returned JMJD2C inh -4, PP5 primary 1.8, CTSL1 counter 5, procasp3 activ 4, GRK2 inh 1, PP1 inh -1, VLA-4 inh -9, core dimer inh 3 and proCasp7 act 7.
`Cc1nc(-c2ccccn2)sc1C(=O)Nc1ccc(F)cc1F` gave JMJD2C inh 2, PP5 primary -0.7, CTSL1 counter 1, procasp3 activ -1, GRK2 inh 4, PP1 inh 3, VLA-4 inh -3, core dimer inh -2 and proCasp7 act 4.
`CCOC(=O)c1cc2c(=O)n3ccccc3nc2n(CC2CCCO2)c1=NC(C)=O` (configuration not stated) gave JMJD2C inh 0, PP5 primary -0.6, CTSL1 counter -1, procasp3 activ -12, GRK2 inh 5, PP1 inh -1, VLA-4 inh -1, core dimer inh -4 and proCasp7 act -9.
For O=C(NCC1CC1)Nc1ccc(Cl)cc1 the results were JMJD2C inh 7, PP5 primary 0.4, CTSL1 counter 3, procasp3 activ 0, GRK2 inh 0, PP1 inh -1, VLA-4 inh 0, core dimer inh -12 and proCasp7 act 0.
For Cc1cc(=O)oc2cc(OC(=O)c3ccccc3)ccc12 the results were JMJD2C inh 5, PP5 primary 2.8, CTSL1 counter -10, procasp3 activ -5, GRK2 inh 2, PP1 inh 1, VLA-4 inh -7, core dimer inh 1 and proCasp7 act -4.
Screening O=C(CCl)Nc1ccccc1Sc1ccc(Cl)cc1 returned JMJD2C inh -3, PP5 primary 1.8, CTSL1 counter 21*, procasp3 activ -6, GRK2 inh 0, PP1 inh 4, VLA-4 inh 3, core dimer inh -5 and proCasp7 act -3.
For CCN(CC)c1nc2ccccc2nc1C(C#N)C(=O)NCCc1ccccc1 (configuration not stated) the results were JMJD2C inh -1, PP5 primary -1.7, CTSL1 counter -1, procasp3 activ -8, GRK2 inh 3, PP1 inh 2, VLA-4 inh -47, core dimer inh -5 and proCasp7 act -6.
For O=C(COc1ccc(F)cc1)c1c(O)cc(O)cc1O the results were JMJD2C inh 4, PP5 primary 1.4, CTSL1 counter -1, procasp3 activ 1, GRK2 inh 0, PP1 inh -2, VLA-4 inh 1, core dimer inh -1 and proCasp7 act 10.
`O=[N+]([O-])c1cccc(-c2ccc(C(=S)N3CCOCC3)o2)c1` gave JMJD2C inh 7, PP5 primary 1.1, CTSL1 counter -1, procasp3 activ 2, GRK2 inh 0, PP1 inh 4, VLA-4 inh -2, core dimer inh 11 and proCasp7 act 7.
CCCCn1c(N)c(N(CCC(C)C)C(=O)C2CCCO2)c(=O)[nH]c1=O (configuration not stated) was read as JMJD2C inh -8, PP5 primary 0.0, CTSL1 counter 0, procasp3 activ 8, GRK2 inh 0, PP1 inh -3, VLA-4 inh -1, core dimer inh -7 and proCasp7 act 7.

Continued, overlapping the part above by 3 compounds.
For O=C(COc1ccc(F)cc1)c1c(O)cc(O)cc1O the results were JMJD2C inh 4, PP5 primary 1.4, CTSL1 counter -1, procasp3 activ 1, GRK2 inh 0, PP1 inh -2, VLA-4 inh 1, core dimer inh -1 and proCasp7 act 10.
`O=[N+]([O-])c1cccc(-c2ccc(C(=S)N3CCOCC3)o2)c1` gave JMJD2C inh 7, PP5 primary 1.1, CTSL1 counter -1, procasp3 activ 2, GRK2 inh 0, PP1 inh 4, VLA-4 inh -2, core dimer inh 11 and proCasp7 act 7.
CCCCn1c(N)c(N(CCC(C)C)C(=O)C2CCCO2)c(=O)[nH]c1=O (configuration not stated) was read as JMJD2C inh -8, PP5 primary 0.0, CTSL1 counter 0, procasp3 activ 8, GRK2 inh 0, PP1 inh -3, VLA-4 inh -1, core dimer inh -7 and proCasp7 act 7.
`COC(=O)C1CSC2c3ccccc3C(=O)N12` (configuration not stated) gave JMJD2C inh 2, PP5 primary -0.4, CTSL1 counter -3, procasp3 activ 4, GRK2 inh 0, PP1 inh -4, VLA-4 inh 3, core dimer inh -2 and proCasp7 act -12.
Screening CC(C)(C)N1C(=O)[C@H]2[C@@H](c3ccc(Br)cc3)N3C(=O)N(c4cccc(Cl)c4)C(=O)[C@@]3(C)[C@H]2C1=O returned JMJD2C inh -16, PP5 primary 5.2, CTSL1 counter 3, procasp3 activ 5, GRK2 inh 1, PP1 inh 5, VLA-4 inh 1, core dimer inh -4 and proCasp7 act -2.
Screening CCOCCCNC(=O)CCc1nnc2n(CCC(C)C)c(=O)c3ccccc3n12 returned JMJD2C inh 4, PP5 primary 0.0, CTSL1 counter 3, procasp3 activ -1, GRK2 inh 1, PP1 inh 0, VLA-4 inh 16, core dimer inh -2 and proCasp7 act 2.
For O=C(CCSc1ccc(Cl)c(Cl)c1)NC12CC3CC(CC(C3)C1)C2 the results were JMJD2C inh -1, PP5 primary 4.3, CTSL1 counter -6, procasp3 activ -6, GRK2 inh 4, PP1 inh 3, VLA-4 inh 9, core dimer inh 0 and proCasp7 act -6.
`NC(=O)COc1ccc(/C=N/NS(=O)(=O)c2ccccc2)cc1` gave JMJD2C inh -6, PP5 primary -3.4, CTSL1 counter -1, procasp3 activ -1, GRK2 inh 2, PP1 inh -2, VLA-4 inh 3, core dimer inh -4 and proCasp7 act 1.
`CC(C)OCCCNC(=O)CCN1C(=O)COc2ccccc21` gave JMJD2C inh 8, PP5 primary 0.9, CTSL1 counter 0, procasp3 activ -3, GRK2 inh 2, PP1 inh -2, VLA-4 inh -6, core dimer inh -2 and proCasp7 act 15.
Screening CCOC(=O)c1c(-c2ccc(C)cc2)csc1NC(=O)C1CCCO1 (configuration not stated) returned JMJD2C inh -3, PP5 primary 2.8, CTSL1 counter 5, procasp3 activ 10, GRK2 inh 0, PP1 inh -5, VLA-4 inh 0, core dimer inh -8 and proCasp7 act 1.
Screening CC(C)[C@H](NC(=O)NC1CCCc2ccccc21)C(=O)O (some centres not stated) returned JMJD2C inh -1, PP5 primary -2.6, CTSL1 counter 1, procasp3 activ 10, GRK2 inh 3, PP1 inh -3, VLA-4 inh -3, core dimer inh -11 and proCasp7 act 5.
CN(CC(=O)Nc1ccc(F)c(F)c1F)C(=O)c1ccc(-n2cncn2)cc1 was read as JMJD2C inh 2, PP5 primary 0.2, procasp3 activ -2, GRK2 inh 0, PP1 inh 2, VLA-4 inh -4 and proCasp7 act 6.
Screening COC(=O)c1ccc(NC(=S)NCCc2ccccc2)cc1 returned JMJD2C inh 1, PP5 primary 3.0, CTSL1 counter 3, procasp3 activ -3, GRK2 inh 0, PP1 inh -2, VLA-4 inh 10, core dimer inh 2 and proCasp7 act -4.
`CC(C(=O)Nc1ccc(C#N)cc1)N(C)CC(=O)Nc1ccccc1Br` (configuration not stated) gave JMJD2C inh -5, PP5 primary -0.6, CTSL1 counter -3, procasp3 activ 1, GRK2 inh 1, PP1 inh -3, VLA-4 inh 7, core dimer inh -4 and proCasp7 act 11.
O=C(O)c1cccc(NS(=O)(=O)c2cc(S(=O)(=O)c3ccc(Cl)cc3)ccc2Cl)c1 was read as JMJD2C inh 0, PP5 primary 3.9, CTSL1 counter 3, procasp3 activ -4, GRK2 inh 0, PP1 inh 2, VLA-4 inh 16, core dimer inh 6 and proCasp7 act 6.
Cc1ccc(C2=NOC(=O)/C2=C\c2ccccc2)cc1 was read as JMJD2C inh -3, PP5 primary -0.3, CTSL1 counter -4, procasp3 activ -16, GRK2 inh 3, PP1 inh -1, VLA-4 inh 0, core dimer inh 1 and proCasp7 act 11.
